Screens (PubChem)
mIDH1 inhibitor – inhibitors of human mutant IDH1 R132H | O75874 | IDH1-R132H enzyme, NADPH consumption, diaphorase/resazurin fluorescence | Potency, µM (titrated, usually from 76.6 µM), for inactives: top-dose activity change, negative = inhibition, most hits filed as inhibitors | 390,000 compounds, 0.093% hits; note: potency is the fitted concentration of half-maximal effect; % is set by controls: 0 for no effect and ±100 for the full control effect; nearly all actives have a fitted effect of over 65% in size
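IDH1-R132H (0.5 ug/mL dispensed) in pH 7.5 Tris buffer was preincubated 30 min with compound, then given a substrate mix of 0.016 mM NADPH and 2 mM alpha-KG for 80 min at room temperature; remaining NADPH was read by diaphorase/resazurin fluorescence.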
Vif-A3G inh – blocks the Vif interaction with human APOBEC3G; Potency, µM (series often up to 46.1 µM), for inactives: at the top dose activity, negative = active, most hits filed as inhibitors; HeLa A3G-eYFP + Vif (tagged APOBEC3G with the HIV-1 protein that degrades it), YFP fluorescence, overnight; 410,000 compounds, 0.076% hits; Q9HC16;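 note: potency is the fitted concentration of half-maximal effect; % is set by controls: 0 for no effect and ±100 for the full control effect; nearly all actives have a fitted effect of over 60% in size; hits raise eYFP signal because A3G escapes Vif-driven loss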
Target sequence (Q9HC16 whole entry, looked up): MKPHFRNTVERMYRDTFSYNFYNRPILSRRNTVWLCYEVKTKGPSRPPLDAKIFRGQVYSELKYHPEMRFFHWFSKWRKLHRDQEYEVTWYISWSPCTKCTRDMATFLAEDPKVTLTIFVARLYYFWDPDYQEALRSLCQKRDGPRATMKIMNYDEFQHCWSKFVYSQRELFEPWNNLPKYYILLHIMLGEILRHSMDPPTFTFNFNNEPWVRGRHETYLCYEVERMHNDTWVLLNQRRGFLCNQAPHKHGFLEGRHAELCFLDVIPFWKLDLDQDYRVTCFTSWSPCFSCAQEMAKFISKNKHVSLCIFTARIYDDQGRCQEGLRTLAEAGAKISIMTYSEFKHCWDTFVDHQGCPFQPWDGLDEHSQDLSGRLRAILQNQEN
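HeLa cells stably expressing Vif and C-terminally eYFP-tagged A3G, seeded overnight at 37 deg C, then exposed to compound by pintool overnight at 37 deg C. Rise in yellow fluorescence (Ex 488/Em 500-530, Acumen) marks blocked Vif-driven A3G degradation.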
GRP78 ERSR act – induces the endoplasmic reticulum stress response in human glioma cells | U87-MG GRP78 promoter luciferase reporter, 16 h | Potency, µM, inactives show at the highest dose activation, actives largely listed as activators | 420,000 compounds, 0.02% hits | AID 602332; note: potency is the fitted concentration of half-maximal effect; series mostly up to about 76 µM; % of control where 0% means no effect; nearly all actives have a fitted effect of over 35% in size
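Stably transfected U87-MG glioma cells carrying a GRP78-based luciferase sensor; 16 h compound incubation. Luminescence end-point read 10 min after Bright-Glo addition at room temperature.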
RGS4 inhibitor – inhibitors of human regulator of G protein signaling 4; Transcreener GDP fluorescence polarization, RGS4-accelerated GTP hydrolysis; P49798; Potency, µM (titrated, usually from 114 µM), for the others: top-dose activity change, negative = inhibition, actives largely listed as inhibitors; AID 504845; 390,000 compounds, 0.039% hits; note: potency is the fitted concentration of half-maximal effect; % is set by controls: 0 for no effect and ±100 for the full control effect; nearly all actives have a fitted effect of over 75% in size; some results filed as inactive show a strong effect at the top dose
Target sequence (P49798 whole entry, looked up): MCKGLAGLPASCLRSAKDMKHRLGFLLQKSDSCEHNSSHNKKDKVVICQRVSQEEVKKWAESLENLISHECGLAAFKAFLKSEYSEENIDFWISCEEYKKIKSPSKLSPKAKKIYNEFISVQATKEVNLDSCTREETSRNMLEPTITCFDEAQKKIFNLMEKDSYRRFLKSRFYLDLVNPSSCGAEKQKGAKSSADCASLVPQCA
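MLSMR compounds (23 nl, pin-transferred) preincubated 10 min at room temperature with a 500nM (2x) first reagent, then RGS4 at 900nM (2x) plus Transcreener GDP mix added; fluorescence polarization (620/688 nm) read before and after 90 min at 30 °C.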
TrxR1 substrate – is turned over as a substrate by rat TrxR1; O89049; purified TrxR1 substrate turnover, NADPH consumption readout; Potency, µM (doses to about 114 µM), without a hit: at the highest dose activity change, negative = substrate turnover; 390,000 compounds, 0.01% hits; AID 588456; note: potency is the fitted concentration of half-maximal effect; % is set by controls: 0 for no effect and ±100 for the full control effect; nearly all actives have a fitted effect of over 50% in size
Target sequence (O89049 whole entry, looked up): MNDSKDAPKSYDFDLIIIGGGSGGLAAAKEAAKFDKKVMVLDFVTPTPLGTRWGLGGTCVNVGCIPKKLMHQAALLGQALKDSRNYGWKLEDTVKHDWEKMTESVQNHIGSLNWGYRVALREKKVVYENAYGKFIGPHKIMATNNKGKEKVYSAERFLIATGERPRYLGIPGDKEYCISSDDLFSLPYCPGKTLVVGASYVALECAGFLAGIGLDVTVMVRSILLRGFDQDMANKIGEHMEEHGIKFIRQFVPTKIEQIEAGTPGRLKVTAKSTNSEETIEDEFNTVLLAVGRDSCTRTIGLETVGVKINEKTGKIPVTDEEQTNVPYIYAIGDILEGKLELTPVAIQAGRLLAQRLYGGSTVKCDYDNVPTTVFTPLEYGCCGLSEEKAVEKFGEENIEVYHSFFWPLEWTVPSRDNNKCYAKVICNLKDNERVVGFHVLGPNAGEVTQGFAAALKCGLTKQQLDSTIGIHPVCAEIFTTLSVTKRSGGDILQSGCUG
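Rat TrxR1, dispensed at 90 nM, was prereduced with 400 uM NADPH (final) for 5 min at ~22 deg C, then incubated with compound 15 min before 400 uM selenite. A first-read NADPH fluorescence drop versus no-compound background flagged substrates.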
LDHA block – inhibitors of human lactate dehydrogenase A. activity change, % (values are at about 110 or 230 µM). 480,000 compounds, 0.15% hits. P00338. AID 1347041. purified LDHA, NADH/diaphorase-resazurin fluorescence; active compounds read low; in the data active = activity change below about -30%; inconclusive = mostly about -25% to -30%;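 note: plate controls were DMSO wells for no effect and wells without enzyme for full effect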
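Resorufin fluorescence (ex540/em590), read at 0 and 20 min after diaphorase/resazurin addition, reports the NADH left after a 5 min room-temperature reaction of 2 nM human LDH5 with 0.06 mM NADH and 0.2 mM pyruvate.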
Vif-A3F inh – inhibitors of Vif-A3F interaction; HeLa A3F-eYFP + Vif (tagged APOBEC3F with the HIV-1 protein that degrades it), YFP fluorescence increase; 390,000 compounds, 0.2% hits; Potency, µM (top dose mostly 46.1 µM), inactives show top-dose activity, negative = active; note: potency is the fitted concentration of half-maximal effect; % of control where 0% means no effect; nearly all actives have a fitted effect of over 65% in size
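Fluorescence increase (Ex 488/Em 500-530) after overnight compound treatment at 37 deg C flags inhibition of Vif-driven A3F-eYFP loss in stable HeLa A3F-eYFP/Vif cells seeded overnight beforehand.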
USP1-UAF1 inh – blocks the human USP1/UAF1 deubiquitinase complex; O94782; recombinant USP1/UAF1, Ub-Rhodamine cleavage fluorescence; Potency, µM (series often up to 57.1 µM), for inactives: at the highest dose activity change, negative = inhibition, hits mostly inhibitors; 390,000 compounds, 0.23% hits; AID 743255; note: potency is the fitted concentration of half-maximal effect; % is set by controls: 0 for no effect and ±100 for the full control effect; nearly all actives have a fitted effect of over 60% in size; inactives centre near -12
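USP1/UAF1 complex (1 nM) preincubated 15 min at room temperature with compound, then Ub-Rho substrate (150 nM final) added. Kinetic fluorescence at 480/540 nm over 6 reads at 60 s intervals; 50 mM HEPES pH 7.8, 0.5 mM EDTA, 0.1 mg/ml BSA, 1 mM TCEP, 0.01% Tween-20.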
TrxR1 inh – blocks rat thioredoxin reductase 1. O89049. recombinant rTrxR1, NADPH fluorescence consumption, selenite substrate. Potency, µM (doses to about 114 µM), inactives show at the highest dose activity change, negative = inhibition, most hits filed as inhibitors. 390,000 compounds, 1% hits; note: potency is the fitted concentration of half-maximal effect; % is set by controls: 0 for no effect and ±100 for the full control effect; nearly all actives have a fitted effect of over 65% in size
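Rat TrxR1 (90 nM in the dispensed reagent) was pre-reduced with 400 uM NADPH for 5 min at room temperature, then incubated with compound for 15 min. After 400 uM selenite was added, NADPH fluorescence (Ex 340/Em 450 nm) was followed for 8 min.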
Active calls of the source: *; ? = inconclusive; / = not tested or not shown; [ ] = dose if it differs, or a comment. Unless noted, calls come from the whole dose curve; as a rule, active = well fitted curve in the direction sought with a large enough effect; inconclusive = small, poorly fitted or top-dose-only effect, or another doubt; inactive = no such curve, though single readings can be large; an effect the other way counts as inactive or inconclusive. A portion of the library; rates above refer to the full screens.

no.	Structure	mIDH1 inhibitor	Vif-A3G inh	GRP78 ERSR act	RGS4 inhibitor	TrxR1 substrate	LDHA block	Vif-A3F inh	USP1-UAF1 inh	TrxR1 inh
1	Nc1ccc2oc(C3CCCCC3)nc2c1	2%	-10%	-2%	0%	14%	5	19%	-21%	27%
2	COc1ccccc1C(c1nnnn1Cc1ccco1)N1CCN(c2cccc(C)c2C)CC1 (stereo not given)	0%	0%	-8%	-15%[56.9 µM]	-5%	-6	1%	-10%	-2%
3	CCCCNc1nc(Oc2ccc(=O)n(C)n2)nc(N(C)C)n1	/	/	/	-9%	0%	-12	/	-18%	15%
4	Cc1ccc(NC(=O)CCCOc2ccccc2)cc1S(=O)(=O)N1CCOCC1	10%	2%	-1%	-11%	-8%	-1	2%	-21%	11%
5	Cc1cc(Br)c2[nH]c3c(c2c1)CCCC3=O	9%	0%	-2%	-35%	-5%[57.1 µM]	-2	-8%	-22%	18%[57.1 µM]
6	CC(=O)Nc1ccc(S(=O)(=O)NCCc2csc3nc(-c4ccc(Cl)cc4)nn23)cc1	-3%	-1%	-4%	18%	-4%[57.1 µM]	-18	0%	-27%	16%[57.1 µM]
7	CCOc1ccc(C(=O)C(C)OC(=O)c2cnc(C)cn2)cc1 (stereo not given)	1%	-6%	-2%	27%	-10%	-7	-21%	-7%	-10%
8	COc1cc(/C=C2/SC(=S)N(Cc3ccccc3)C2=O)ccc1OS(C)(=O)=O	-10%	1%	14%	42%	-5%	-4	4%	-5%	4%
9	COc1ccc(C(Nc2ccccn2)c2c(NC(=O)c3ccco3)sc(C)c2C)cc1 (stereo not given)	-3%	-4%	-2%	-18%	0%	3	-1%	-24%	-18%
10	c1coc(CN2CN=C(Nc3nc4ccccc4s3)NC2)c1	6%	0%	0%	-5%	5%	-5	-1%	-22%	16%
11	CCNC(=O)Cn1c(=O)c(=O)n(Cc2ccccc2)c2ccc(Cl)cc21	1%	-18%	-4%	-6%	-5%[11.4 µM]	-3	-1%	-18%	-20%[11.4 µM]
12	COc1ccc(CCN2C(=S)N(C)C(=O)C2CC(=O)Nc2ccc(OC)cc2)cc1 (stereo not given)	-5%	0%	-2%	-10%	-3%	2	-20%	-22%	5%
13	O=C(Nc1ccnn1C1CCN(C/C=C/c2ccc(F)cc2)CC1)C1CCCC1	-14%	1%	-2%	18%	-3%	-2	-5%	-3%	10%
14	CCCc1cc(=O)[nH]c(SCc2nc3ccc([N+](=O)[O-])cc3[nH]2)n1	-10%	-18%	-4%	-45%	0%	-12	-14%	-22%	11%
15	Cc1c(C(=O)N2CCOCC2)c(S(=O)(=O)Nc2cccc(C#N)c2)c(C)n1C	-11%	7%	2%	-12%[11.4 µM]	4%	-4	2%	-16%	19%
16	COc1ccc(CCNC2=C(Cl)C(=O)N(CCc3ccc(OC)c(OC)c3)C2=O)cc1OC	2%	?	-7%	6%	14%	-2	-14%	-19%	22%
17	CCCC(NCC(=O)Nc1cc(S(=O)(=O)N2CCOCC2)ccc1OC)c1ccccc1 (stereo not given)	2%	0%	-5%	-10%	1%	7	1%	-21%	13%
18	O=C(CCN1CCN(c2ccccc2)CC1)NNC(=O)Cc1ccccc1Cl	6%	4%	-1%	13%	7%	-2	-6%	-24%	17%
19	CCc1ccccc1NC(=O)C1CCN(C(=O)N2CC(C)Oc3ccc(Cl)cc32)CC1 (stereo not given)	-12%	-1%	-1%	8%	-1%	-5	1%	-7%	10%
20	Cc1cc(C)n2nc(C(=O)OCC(=O)c3cc(C)n(C)c3C)nc2n1	5%	1%	-5%	8%	-2%	-1	-6%	-3%	-20%
21	CN(C)CCNc1c2c(nc3ccccc13)CCC2	-2%	5%	-5%	-12%	-9%	-6	10%	-4%	3%
22	COc1ccc(CC2S/C(=N/N=C/c3ccccc3O)NC2=O)cc1 (stereo not given)	-1%	-15%	-2%	2%[11.4 µM]	1%	-6	?	-12%	11%
23	COc1ccccc1-c1ncnn1-c1sc2c(c1C#N)CCCCC2	3%	1%	2%	7%	-1%	-1	-4%	-18%	6%
24	Cc1ccc(NC(=O)Cn2cc(C(=O)C3CCCCC3)c3ccccc32)c(C)c1	15%	1%	-1%	17%	4%	-9	-1%	-19%	32%[activator]
25	CC(=O)c1c(OC(=O)c2cccc(Cl)c2)c2ccccc2n1C	-3%	-3%	-1%	?	2%	0	-3%	4%	8%
26	O=C1CSC(c2ccccc2)N1CC(O)c1ccc([N+](=O)[O-])cc1 (stereo not given)	7%	-4%	-3%	-5%	6%[57.1 µM]	-9	1%	-15%	3%[57.1 µM]
27	Cc1cccc(N2CCN(C(=O)CCC(=O)N3Cc4ccccc4Oc4ncccc43)CC2)c1C	4%	6%	-5%	6%[11.4 µM]	5%	1	0%	-29%	14%
28	CC1(C)Cc2c(cnn2-c2ccc(F)cc2)C(NC(=O)CCN2CCCCO2)C1 (stereo not given)	7%	0%	4%	9%	-9%	-10	1%	0%	-4%
29	O=C(NCCC(=O)N(CCc1ccccc1)Cc1ccccc1)c1ccccc1Cl	4%	0%	-1%	-6%	-5%	0	4%	-6%	10%
30	Cc1ccc(S(=O)(=O)N(CC(=O)N=Nc2c(O)[nH]c3ccccc23)c2cccc(C)c2)cc1	-5%	-24%	-3%	-28%	-14%	2	-7%	?	13%[57.1 µM]

A draw from above in order of SMILES length, rising.
no.	Structure	mIDH1 inhibitor	Vif-A3G inh	GRP78 ERSR act	RGS4 inhibitor	TrxR1 substrate	LDHA block	Vif-A3F inh	USP1-UAF1 inh	TrxR1 inh
1	Nc1ccc2oc(C3CCCCC3)nc2c1	2%	-10%	-2%	0%	14%	5	19%	-21%	27%
18	O=C(CCN1CCN(c2ccccc2)CC1)NNC(=O)Cc1ccccc1Cl	6%	4%	-1%	13%	7%	-2	-6%	-24%	17%
4	Cc1ccc(NC(=O)CCCOc2ccccc2)cc1S(=O)(=O)N1CCOCC1	10%	2%	-1%	-11%	-8%	-1	2%	-21%	11%
9	COc1ccc(C(Nc2ccccn2)c2c(NC(=O)c3ccco3)sc(C)c2C)cc1 (stereo not given)	-3%	-4%	-2%	-18%	0%	3	-1%	-24%	-18%
8	COc1cc(/C=C2/SC(=S)N(Cc3ccccc3)C2=O)ccc1OS(C)(=O)=O	-10%	1%	14%	42%	-5%	-4	4%	-5%	4%
19	CCc1ccccc1NC(=O)C1CCN(C(=O)N2CC(C)Oc3ccc(Cl)cc32)CC1 (stereo not given)	-12%	-1%	-1%	8%	-1%	-5	1%	-7%	10%
16	COc1ccc(CCNC2=C(Cl)C(=O)N(CCc3ccc(OC)c(OC)c3)C2=O)cc1OC	2%	?	-7%	6%	14%	-2	-14%	-19%	22%
30	Cc1ccc(S(=O)(=O)N(CC(=O)N=Nc2c(O)[nH]c3ccccc23)c2cccc(C)c2)cc1	-5%	-24%	-3%	-28%	-14%	2	-7%	?	13%[57.1 µM]

Next part
no.	Structure	mIDH1 inhibitor	Vif-A3G inh	GRP78 ERSR act	RGS4 inhibitor	TrxR1 substrate	LDHA block	Vif-A3F inh	USP1-UAF1 inh	TrxR1 inh
31	CCCCCSc1nncc(=O)[nH]1	-4%	0%	-4%	13%	-6%	0	0%	0%	6%
32	CCc1nn(CC(=O)N2CCN(c3cccc(C)c3)C(C)C2)c(=O)c2cc3sccc3n12 (stereo not given)	0%	2%	-3%	-4%	11%	-2	1%	5%	34%[activator]
33	C=CCn1c(SCC(=O)Nc2ccc(F)cc2F)nc2c([nH]c3ccccc32)c1=O	2%	-2%	-4%	31%	-3%	-9	7%	-13%	1%
34	CCOC(=O)c1c(C)[nH]c(CCC(=O)NCc2cc(Br)ccc2OC)c1C	-27%	6%	-6%	8%	-5%[57.1 µM]	-3	-7%	-20%	4%[57.1 µM]
35	c1c[nH]c(CN2CCN(Cc3ncc[nH]3)CC2)n1	0%	0%	-3%	-25%	-5%[11.4 µM]	-2	-1%	-16%	-6%[11.4 µM]
36	CCN(CC(=O)Nc1ccccc1C(F)(F)F)C(=O)C1CCN(C(=O)Nc2ccccc2)CC1	-14%	-2%	-4%	6%	-3%	-3	-3%	0%	-3%
37	COc1ccc(C(=O)NCc2ccco2)cc1S(=O)(=O)N1CCOCC1	0%	7%	-3%	-4%	-8%	-8	0%	-18%	-12%

A different layout for part of the listing above:
The line under a structure holds: mIDH1 inhibitor | Vif-A3G inh | GRP78 ERSR act | RGS4 inhibitor | TrxR1 substrate | LDHA block | Vif-A3F inh | USP1-UAF1 inh | TrxR1 inh
(31) CCCCCSc1nncc(=O)[nH]1
    -4% | 0% | -4% | 13% | -6% | 0 | 0% | 0% | 6%
(32) CCc1nn(CC(=O)N2CCN(c3cccc(C)c3)C(C)C2)c(=O)c2cc3sccc3n12 (stereo not given)
    0% | 2% | -3% | -4% | 11% | -2 | 1% | 5% | 34%[activator]
